# GPR151 activ = activates the human receptor GPR151; Q8TDV0; PathHunter beta-arrestin GPR151 cells, luminescence; 650,000 tested, 1% active; AID 1508602; activation, % at 11.2 µM; in the data active = activation above about 4.9%;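 also: 0% = median of compound wells and 100% = cells with positive control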
# Target sequence (Q8TDV0 whole entry, looked up): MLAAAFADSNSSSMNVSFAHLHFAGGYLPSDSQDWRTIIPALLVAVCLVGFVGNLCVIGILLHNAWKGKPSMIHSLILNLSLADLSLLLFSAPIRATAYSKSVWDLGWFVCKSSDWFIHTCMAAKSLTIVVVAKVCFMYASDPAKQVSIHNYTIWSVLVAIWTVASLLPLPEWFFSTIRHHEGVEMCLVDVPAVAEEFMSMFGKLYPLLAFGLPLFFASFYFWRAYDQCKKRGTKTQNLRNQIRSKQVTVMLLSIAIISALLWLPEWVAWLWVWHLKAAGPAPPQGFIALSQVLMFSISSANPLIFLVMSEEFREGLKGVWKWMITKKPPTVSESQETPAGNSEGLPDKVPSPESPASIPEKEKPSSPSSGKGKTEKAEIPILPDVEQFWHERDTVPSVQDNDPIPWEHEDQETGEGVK
# MITF primary = blocks human microphthalmia-associated transcription factor; O75030; AlphaScreen MITF homodimerization, bead proximity signal; inhibition, % at 2.6 µM; 650,000 tested, 0.91% active; in the data active = inhibition above about 50%;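 also: 0% = vehicle wells with protein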
# TEAD-YAP block = TEAD-YAP interaction inhibition | HEK-TIYL cells, TEAD-Gal4/YAP UAS-luciferase luminescence | inhibition, % at 9.12 µM | 640,000 tested, 1.4% active; in the data active = inhibition above about 32%;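 also: 0% = median of test compound wells and 100% = reference inhibitor wells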
# FBW7 act = human FBW7 E3 ligase activation, primary screen | 650,000 tested, 0.13% active | AlphaScreen FBW7–phospho-cyclin E peptide binding, activator screen | Q969H0 | normalized activity (activation), % at 26.1 µM | AID 1259310; in the data active = normalized activity above about 1.9%;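 also: purified mutant Fbw7 with reduced substrate affinity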
# Target sequence (Q969H0 whole entry, looked up): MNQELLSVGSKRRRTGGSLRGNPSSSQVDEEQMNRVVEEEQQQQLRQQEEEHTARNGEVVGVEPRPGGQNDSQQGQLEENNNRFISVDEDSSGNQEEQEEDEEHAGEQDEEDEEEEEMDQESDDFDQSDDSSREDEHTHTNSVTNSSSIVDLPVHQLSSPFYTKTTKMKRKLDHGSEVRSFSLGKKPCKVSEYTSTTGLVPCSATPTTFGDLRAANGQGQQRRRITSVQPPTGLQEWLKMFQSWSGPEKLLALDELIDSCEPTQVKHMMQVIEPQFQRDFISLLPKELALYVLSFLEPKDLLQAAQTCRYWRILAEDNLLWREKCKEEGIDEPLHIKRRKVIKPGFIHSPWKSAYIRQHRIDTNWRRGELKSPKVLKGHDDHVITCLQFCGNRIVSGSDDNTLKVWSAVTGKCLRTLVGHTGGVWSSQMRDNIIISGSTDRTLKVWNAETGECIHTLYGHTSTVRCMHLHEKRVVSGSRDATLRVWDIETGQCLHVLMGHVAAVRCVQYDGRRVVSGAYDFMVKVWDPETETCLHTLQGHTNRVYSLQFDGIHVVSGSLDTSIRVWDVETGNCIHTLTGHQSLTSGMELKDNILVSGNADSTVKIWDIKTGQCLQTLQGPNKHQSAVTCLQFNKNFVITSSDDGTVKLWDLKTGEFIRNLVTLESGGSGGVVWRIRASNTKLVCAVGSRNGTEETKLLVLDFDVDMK
# Active calls of the source: *; . = no result given; & = joins results of further samples.
# Start of the listing, in advance:
SMILES,GPR151 activ,MITF primary,TEAD-YAP block,FBW7 act
CCOC(=O)c1c(NC(=O)C2CC(Cl)=CCC2C(=O)O)sc(C)c1C (configuration not stated),-0.8,10,7,-0.1
Cc1nc(N)sc1C(=O)N/N=C\c1ccccc1O,0.3,25,-37,-0.7
CCCCN1C(=O)C(=O)N(CC(=O)Nc2cc(F)ccc2C)C1=O,1.8,5,2,0.0
COC(=O)Nc1ncc(CN2CCCCC2)s1,1.9,0,9,0.1
O=C(CSCC(=O)Nc1nc2ccccc2s1)Nc1nc(-c2cccs2)cs1,3.4,-2,-9,0.1
O=C(NCCC1=CCCCC1)C(=O)NCc1ccccn1,4.3,-5,-10,0.0
O=C(Nc1nc(-c2ccc(Cl)cc2)cs1)c1cccc([N+](=O)[O-])c1,0.5,1,-5,-0.2
CC1=C(C(=O)N2CCOCC2)C(c2cccc([N+](=O)[O-])c2)n2c(nc3ccccc32)N1 (configuration not stated),1.3,-1,-10,-0.1
CN(C(=O)c1ccc(Sc2ccc(Br)cc2)c([N+](=O)[O-])c1)C1CCCCC1,-0.3,-3,-6,-0.1
Cc1ccc(C(=O)Nc2ccc(N3CCC(NCc4cccnc4)CC3)cc2)c(C)c1,0.6,-8,12,-0.2
C=CCn1c(=O)c2c(nc3n2CCCN3c2ccc(Cl)cc2)n(C)c1=O,-0.1,-5,-3,-0.2
Cc1occc1C(=O)Nc1cccc(C(F)(F)F)c1,-0.7,-3,7,0.0
CCOC(=O)C(O)C1CCc2c([nH]c3ccc(C)cc23)C1=O (configuration not stated),1.5,-8,-24,-0.2
O=C(Nc1nncs1)c1cc(-c2cccs2)nc2ccccc12,-1.3,-16,-4,-0.1

# Results, previewed entries included:
SMILES,GPR151 activ,MITF primary,TEAD-YAP block,FBW7 act
CCOC(=O)c1c(NC(=O)C2CC(Cl)=CCC2C(=O)O)sc(C)c1C (configuration not stated),-0.8,10,7,-0.1
Cc1nc(N)sc1C(=O)N/N=C\c1ccccc1O,0.3,25,-37,-0.7
CCCCN1C(=O)C(=O)N(CC(=O)Nc2cc(F)ccc2C)C1=O,1.8,5,2,0.0
COC(=O)Nc1ncc(CN2CCCCC2)s1,1.9,0,9,0.1
O=C(CSCC(=O)Nc1nc2ccccc2s1)Nc1nc(-c2cccs2)cs1,3.4,-2,-9,0.1
O=C(NCCC1=CCCCC1)C(=O)NCc1ccccn1,4.3,-5,-10,0.0
O=C(Nc1nc(-c2ccc(Cl)cc2)cs1)c1cccc([N+](=O)[O-])c1,0.5,1,-5,-0.2
CC1=C(C(=O)N2CCOCC2)C(c2cccc([N+](=O)[O-])c2)n2c(nc3ccccc32)N1 (configuration not stated),1.3,-1,-10,-0.1
CN(C(=O)c1ccc(Sc2ccc(Br)cc2)c([N+](=O)[O-])c1)C1CCCCC1,-0.3,-3,-6,-0.1
Cc1ccc(C(=O)Nc2ccc(N3CCC(NCc4cccnc4)CC3)cc2)c(C)c1,0.6,-8,12,-0.2
C=CCn1c(=O)c2c(nc3n2CCCN3c2ccc(Cl)cc2)n(C)c1=O,-0.1,-5,-3,-0.2
Cc1occc1C(=O)Nc1cccc(C(F)(F)F)c1,-0.7,-3,7,0.0
CCOC(=O)C(O)C1CCc2c([nH]c3ccc(C)cc23)C1=O (configuration not stated),1.5,-8,-24,-0.2
O=C(Nc1nncs1)c1cc(-c2cccs2)nc2ccccc12,-1.3,-16,-4,-0.1
COc1ccc(CCNC(=O)N2CCN(CC(=O)c3cccs3)CC2)cc1,0.9,-9,-9,-0.2
COc1ccccc1CNC(=O)c1ccc(N2CC3CC(C2)c2cccc(=O)n2C3)c([N+](=O)[O-])c1 (configuration not stated),1.5,-2,-1,0.0
CC1(C)NC(=O)N(CN2CCOCC2)C1=O,0.6,-2,-1,0.1
N#Cc1cc(NC(=O)c2ccc(Cl)cc2)c(=O)n2c1sc1ccccc12,0.4,-16,3,-0.3
Cc1cccc(N2CC(C(=O)Nc3ccc(N4CCOCC4)cc3)CC2=O)c1C (configuration not stated),-0.3,0,-7,0.0
O=c1c2cccnc2[nH]c(=S)n1Cc1cccc(Cl)c1,0.4,17,14,0.0
COc1cc(CO)ccc1OCC(=O)Nc1ccccc1Cl,-0.9,-4,-34,-0.2
COC(=O)C12CC3CC(CC(NC(=O)c4cc5ccccc5[nH]4)(C3)C1)C2,0.8,8,0,0.0
CCC(=O)N=c1sc2c(OC)ccc(OC)c2n1C,-1.2,5,1,0.4
CCOC(=O)C1=C(C)NC(SC)=NC1c1ccc(OC)cc1 (configuration not stated),0.5,6,8,0.3
Cc1ccc2nc(-c3cc(N)ccc3Cl)oc2c1,-6.0,-7,-26,-0.1
Fc1ccc(-c2nc3ccccn3c2NCC2CCCO2)cc1 (configuration not stated),-1.1,15,-2,0.1
O=C1NC(c2cccc([N+](=O)[O-])c2)=CCN1c1ccccc1O,4.3&0.4&1.7&0.8,16&18&2&15,-1&-11,0.1&-0.1&0.2
COc1ccc(NC(=O)CCNC(=O)Cn2cnc3ccccc3c2=O)cc1Cl,-0.1,16,6,0.5
COc1ccc(-c2noc(CN(C)C(=O)Nc3cccc(C)c3)n2)cc1,0.4,2,5,0.0
CCOc1ccc(OCC(=O)Nc2ccc(S(=O)(=O)Nc3nccs3)cc2)cc1,-1.2,15,3,0.1
COc1cc(NC(=O)c2cnn(-c3ccc(F)cc3)c2C2CCNCC2)cc(OC)c1,0.5,5,2,0.1
Cn1c(SCC(=O)Nc2ccc(C(=O)O)cc2)nnc1-c1ccc(Br)cc1,0.2,-1,1,-0.1
CC1Cc2scc[n+]2-c2ccccc2N1C(=O)Nc1ccccc1 (configuration not stated),1.5,7,5,0.0
Cc1ccc(NC(=O)CCCN2CCOCC2)cc1,-0.8,10,3,0.0
COc1ccc(/C=C2/NC(=S)NC2=O)c(OC)c1,-1.0,-6,-5,-0.3
CCCC/C(C)=N/NC(=O)c1cc([N+](=O)[O-])cc([N+](=O)[O-])c1,2.0,1,3,-0.1
CCCOc1ccc(/C=C/C(=O)Nc2nccs2)cc1OC,2.0,-1,-49,-0.6
COCCNC(=O)CN(CCc1ccccc1)S(=O)(=O)c1cc(Cl)ccc1Cl,-2.6,-1,8,0.3
CCCCN(C)C(=O)CN1C(=O)CC(C)(C)Sc2ccccc21,0.7,2,5,-0.1
Cc1nc2sc(C(=O)N3CCN(c4ccc(F)cc4)CC3)c(C)c2c(=O)[nH]1,2.0,8,10,0.1
Cc1cc(=O)oc2c(CNC(CC(C)C)C(=O)O)c(O)ccc12 (configuration not stated),0.0,5,10,0.1
Cn1c(SCc2nc3ccccc3[nH]2)nnc1-c1ccccc1,0.4,6,11,1.2
Cc1cccc(NS(=O)(=O)c2ccc(Cl)c(C(=O)Nc3ccccc3C)c2)c1,0.5,-10,15,-0.1
CCN(CC)C(=O)C1CCCN(c2nc(NCc3cccnc3)c3cc(OC)c(OC)cc3n2)C1 (configuration not stated),-1.3,13,2,0.0
CC(=O)NC1C(Oc2ccc3c(C)cc(=O)oc3c2)OC(CO)C(O)C1O (configuration not stated),-1.1,4,15,1.4
CN1C(=O)/C(=C\c2ccsc2)c2ccccc21,0.8,10,2,0.1
O=C1/C(=C\c2cn(-c3ccccc3)nc2-c2cc3ccccc3oc2=O)NC(=S)N1c1ccccc1,1.4,13,-9,0.6
CCCCn1c(SC)nc2sc3c(c2c1=O)CCCC3,-1.4,13,3,-0.1
CC1CN(CC(=O)NCc2ccccn2)Cc2ccccc2O1 (configuration not stated),0.3,10,1,-0.2
CCOC(=O)c1c(NC(=O)c2ccc(Cl)c([N+](=O)[O-])c2)sc(C(=O)Nc2ccccc2OC)c1C,0.0,-2,0,-0.1
CCOC(=O)NN1C(=O)c2ccccc2NC1(C)C,-0.2,-2,1,-0.2
CCOC(=O)c1c(C)[nH]c(C)c1C(=O)COC(=O)/C=C/c1cccc(C(F)(F)F)c1,1.4,-3,13,0.0
COc1ccc(CCNC(=O)C23CC4CC(CC(C4)C2)C3)cc1OC,-0.9,-9,-1,0.0
O=C1CC(N2CCOCC2)C(=O)N1c1ccccc1Cl (configuration not stated),1.9,16,-11,0.0
CCCC(=O)NCC(c1cccs1)S(=O)(=O)c1ccc(C)cc1 (configuration not stated),-0.9,12,-4,0.1
COc1ccc(C2CC(c3ccccc3Cl)n3nc(N)nc3N2)cc1 (configuration not stated),-1.3,18,1,0.0
C=CCSC1=C(C#N)C(c2ccccc2)[C@H](C(=O)OC)C(=O)N1 (some centres not stated),-1.1,5,-1,0.0
CCOC(=O)C1=C(C)N=c2s/c(=C\c3ccc(-c4ccc(Cl)cc4[N+](=O)[O-])o3)c(=O)n2C1c1ccc(N(C)C)cc1 (configuration not stated),-1.4,15,-2,0.5
COC(=O)c1ccccc1NC(=O)Cn1c(C)c(C=O)c2ccccc21,0.1,12,10,-0.1
COc1cc(/C=C2/C(=N)N3N=C(C4CCCCC4)SC3=NC2=O)ccc1OCCOc1c(C)cccc1C,-0.7,-18,8,-0.1
# (continued)
SMILES,GPR151 activ,MITF primary,TEAD-YAP block,FBW7 act
Cn1ccc2cc(NC(=O)Nc3cccnc3)ccc21,-1.3,2,.,-0.1
O=C(CCCn1c(=S)[nH]c2ccsc2c1=O)Nc1ccc2c(c1)OCCO2,-1.2,21,19,0.3
CC1CN(C(=O)CCC(=O)NC2CCCCCC2)c2cc(Cl)ccc2O1 (configuration not stated),0.0,-9,2,-0.1
COc1cccc(-c2cc(C(=O)Nc3cc(C)ccc3O)on2)c1,-2.1,0,-33,-0.2
Cc1cccc(Cn2c(C)nc3ccccc32)c1,0.6,20,10,0.0
CCCCC1=NN2C(=N)/C(=C/c3ccc(OCCOc4cccc(C)c4)cc3)C(=O)N=C2S1,-1.6,18,6,0.1
O=C(CCCn1cnc([N+](=O)[O-])n1)Nc1c(F)cc(F)cc1Br,1.0,3,-3,0.1
O=C(/C=C/c1cccnc1)N1CCCC(CNS(=O)(=O)c2cccs2)C1 (configuration not stated),0.6,3,10,0.1
CN1CCN(C(=S)NC(=O)c2ccc(-c3ccccc3)cc2)CC1,-1.5,8,-13,0.4
O=C1NCCN/C1=C/C(=O)c1ccc([N+](=O)[O-])cc1,-0.4,4,-37,-0.2
COC(=O)c1cc(Cl)c(O)c(Cl)c1,-0.7,1,2,0.0
CCOC(=O)NC1(C(F)(F)F)NC(=O)N(C2CCCCC2)C1=O (configuration not stated),-0.9,17,-7,0.1
CCOc1cc(CN2CCCN(C)CC2)ccc1OC,0.0,33,0,-0.1
CCc1nccn1S(=O)(=O)c1cc(Cl)ccc1OC,1.8,5,-3,-0.1
CN1CCN(C(=O)c2ccc(N3CCCC3=O)cc2)CC1,-0.2,-5,0,0.0
Cc1ccc(-c2cc(C(F)(F)F)n3ncc(C(=O)Nc4ccc(C)cc4C)c3n2)cc1,-0.4,26,2,0.2
COC(=O)c1cc(OCc2c(C)noc2C)cc(C(=O)OC)c1,-1.2,0,11,0.4
Cc1cccc(CCNC(=O)CN2CCN(Cc3ccc(F)cc3Cl)C2=O)c1,-0.3,-4,5,-0.1
CCNc1nc(N)c(C(=O)c2ccccc2)s1,-1.6,4,29,0.0
COCCN(C(=O)Nc1cccc(C(C)=O)c1)C1CCN(CCc2ccccn2)CC1,1.8,-1,-7,0.0
CCCNC(=O)c1csc(Nc2nc3ccccc3n2C)n1,3.8,3,13,-0.1
COc1ccc(CC2(CO)CCN(Cc3cccc(OC)c3OC)CC2)cc1,-0.2,-5,0,-0.2
Cc1ccc(N2C(=O)C(=O)/C(=C(/O)c3ccccc3)C2c2ccccc2)cc1 (configuration not stated),-1.6,-8,-22,-0.1
COc1cccc(C(=O)Nc2c3c(nn2-c2cccc(C)c2C)CS(=O)C3)c1 (configuration not stated),-0.8,-9,-3,0.0
COc1cc(C2=NOC(C(=O)N3C(C)CCCC3C)C2)cc(OC)c1OC (configuration not stated),-0.1,-4,0,0.0
COCCn1nnnc1C(c1ccccc1F)N1CCN(C)CC1 (configuration not stated),0.0,-13,-8,-0.1
CCN1C(=O)c2cccc3c(N4CCCCC4)ccc(c23)C1=O,0.5,-9,-12,0.5
CCOC(=O)c1sc(N2N=C(C)/C(=C\c3ccc(O)c(OC)c3)C2=O)nc1C,-0.4,27,8,0.0
COc1c(O)cnn(-c2ccccc2)c1=O,0.7,-30,9,-0.1
CCCc1nnc(SCC(=O)N2C(C)CCCC2C)n1Cc1ccco1 (configuration not stated),0.4,24,-4,-0.1
CCC1CCCCN1S(=O)(=O)c1ccc(NS(C)(=O)=O)cc1 (configuration not stated),1.1,3,7,0.1
COc1cc(/C=C/c2cc(=O)c3ccccc3[nH]2)c(O)c([N+](=O)[O-])c1,-0.7,7,-2,0.1
Cc1oc(C(=O)N2c3ccccc3CC2C)cc1S(=O)(=O)N(C)C (configuration not stated),-4.0,-3,49*,0.3
NC(=O)C1CCN(C(=O)c2cc(-c3ccccc3Cl)nc3ccccc23)CC1,-1.0,1,8,-0.1
NC1=C(N2CCCCC2)C(=O)c2ccccc2C1=O,0.1,-5,0,0.7
COc1ccc(NC(=O)c2cnc(Nc3nc4ccccc4o3)nc2C)cc1,0.7,-3,-17,0.0
O=C1/C(=C/c2ccc(-c3cc(Cl)ccc3Cl)o2)C=C(c2ccccc2)N1c1ccc(F)cc1,1.9,-1,7,-0.1
O=C1C2C3C=CC(C3)C2C(=O)N1/N=C/c1ccc(-c2ccc(Cl)c([N+](=O)[O-])c2)o1 (configuration not stated),0.3,9,-2,0.0
O=C(Oc1ccc(-c2csc(=Nc3cccc(C(F)(F)F)c3)n2CCO)cc1)c1ccccc1,-0.3,7,-7,-0.2
N#Cc1ccc(OCC(=O)N/N=C/c2cccc(F)c2)cc1,-0.1,0,4,0.4

# High-throughput results from PubChem BioAssay.
